S3 lipid droplet: qHTS Assay for Lipid Storage Modulators in Drosophila S3 Cells; Drosophila S3 cells, BODIPY lipid droplet fluorescence, 18-24 h; cells fed with added oleic acid; Potency in µM for hits, for the others lipid storage change, negative = inhibition, % at the top dose, mostly 46.1 µM; actives 0.64% (n = 320,000); AID 2685, 2010; active = well fitted inhibition curve with a large enough effect in the signal ratio, with a control signal flat, not every such curve was filed as active; inconclusive = small, poorly fitted or top-dose-only effect, or effect the other way, or a change in a side signal; the % refers to the signal ratio
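Drosophila S3 cells loaded with oleic acid (400 uM, as added) and compounds at several concentrations; lipid droplets imaged by 488-nm laser-scanning cytometry, 500–530 nm intensity and object ratio to cell channel. Percent activity normalized to 20 uM Triacsin C.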
S3 lipid droplet cell count max: further read-out of S3 lipid droplet, marked with its call; cell number change, %; measured here: cell count max response;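 cells counted by Cell Tracker Red CMTPX staining in the red channel; peak over a dose series mostly up to 46.1 µM; percent activity relative to internal control wells on each plate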
Numbers without * were called inactive. % is set by controls: 0 for no effect and ±100 for the full control effect; potency is the fitted concentration of half-maximal effect.

Screening COc1ccc([N+](=O)[O-])cc1N(CC(=O)Nc1ccccc1C(=O)N1CCCC1)S(C)(=O)=O returned S3 lipid droplet -1% and S3 lipid droplet cell count max 1.
CCc1cccc(CC)c1NC(=S)Nc1ccccc1 was read as S3 lipid droplet -1% and S3 lipid droplet cell count max 2.
For COc1cccc(C(=O)NC2CCCN(C3Cc4ccccc4C3)C2)c1OC (stereo unspecified) the results were S3 lipid droplet inconclusive.
`CCC(=O)N(Cc1cc2ccc(C)cc2[nH]c1=O)c1ccccc1OC` gave S3 lipid droplet inconclusive.
Screening CCCC12CN3CC(C)(CN(C1)C31C(=O)Nc3ccc(C)cc31)C2=O (stereo unspecified) returned S3 lipid droplet inconclusive.
CCN(CC)c1ccc(C(=O)OCC(=O)Nc2ccc3[nH]c(=O)[nH]c3c2)cc1 was read as S3 lipid droplet -9% and S3 lipid droplet cell count max -20.
COc1ccc(/C=N/NC(=S)Nc2ccccc2)cc1 was read as S3 lipid droplet inconclusive.
c1ccc(-n2nnnc2SCCCSc2nc3ccccc3s2)cc1 was read as S3 lipid droplet inconclusive.
`O=C(NC(=O)c1ccccc1)Nc1cccc(S(=O)(=O)N2CCCCC2)c1` gave S3 lipid droplet inactive and S3 lipid droplet cell count max 13.
Screening Cc1nn(Cc2c(F)c(F)c(F)c(F)c2F)c(C)c1NC(=O)c1c(-c2ccccc2)nn(-c2ccccc2)c1C returned S3 lipid droplet 12% and S3 lipid droplet cell count max -9.
For CC(=O)c1cnc2nc(SCc3cccc(C)c3)nn2c1C the results were S3 lipid droplet inactive and S3 lipid droplet cell count max 21.
For COc1cc(CC(NC(C)=O)C(=O)NC2CCN(C(=O)Nc3ccccc3C)CC2)cc(OC)c1 (stereo unspecified) the results were S3 lipid droplet inconclusive.
O=C(O)c1ccc(S(=O)(=O)Nc2ccc(F)c(Cl)c2)cc1 was read as S3 lipid droplet inconclusive.
Cc1ccc(C)c(NC(=O)c2cc([N+](=O)[O-])cc([N+](=O)[O-])c2)c1 was read as S3 lipid droplet -5% and S3 lipid droplet cell count max -2.
For CN(C)CCCN(C(=O)c1ccc(S(=O)(=O)N2CCOCC2)cc1)c1nc2cc3c(cc2s1)OCO3 the results were S3 lipid droplet 23% and S3 lipid droplet cell count max -11.
For COc1ccccc1N1CCN(C(=O)c2ccc3c(=O)n(Cc4ccc5c(c4)OCO5)c(=O)[nH]c3c2)CC1 the results were S3 lipid droplet inactive and S3 lipid droplet cell count max -16.
Fc1cc(F)cc(NC(=S)Nc2ccccc2N2CCOCC2)c1 was read as S3 lipid droplet 11% and S3 lipid droplet cell count max 29.
CC(C)c1ccc(S(=O)(=O)N2CCN(C(=O)c3ccco3)CC2)cc1 was read as S3 lipid droplet 9% and S3 lipid droplet cell count max 13.
Screening CC(C)(C)NC(=O)CSc1nc2ccccc2c(=O)[nH]1 returned S3 lipid droplet 4%.
CCOc1ccc(C(=O)CN2CCN(S(=O)(=O)c3ccc(F)cc3)CC2)cc1 was read as S3 lipid droplet 19%.

Next part, starting with the last two of the part before.
Screening CC(C)(C)NC(=O)CSc1nc2ccccc2c(=O)[nH]1 returned S3 lipid droplet 4%.
CCOc1ccc(C(=O)CN2CCN(S(=O)(=O)c3ccc(F)cc3)CC2)cc1 was read as S3 lipid droplet 19%.
`CCCCn1c(NCc2ccccc2O)nc2ccccc21` gave S3 lipid droplet 20% and S3 lipid droplet cell count max 18.
`COc1ccc(OC)c(S(=O)(=O)N2CCc3ccccc3C2)c1` gave S3 lipid droplet inactive and S3 lipid droplet cell count max 4.
Screening C/C(=N/OC(=O)c1ccc(Cl)cc1Cl)c1oc(C)nc1C returned S3 lipid droplet -1% and S3 lipid droplet cell count max 21.
`O=C(CSc1ncn[nH]1)N(C1CCCCC1)C1CCCCC1` gave S3 lipid droplet inconclusive.
`O=C(COc1ccc(F)cc1)NCC1CCCO1` (stereo unspecified) gave S3 lipid droplet -2% and S3 lipid droplet cell count max 0.
CCCNC(=O)CCn1nc(-c2ccc(C)cc2)c2ccccc2c1=O was read as S3 lipid droplet 2% and S3 lipid droplet cell count max 6.
CCOC(=O)c1c(-c2ccccc2)nnn1-c1nc(OCC)nc(N2CCCCC2)n1 was read as S3 lipid droplet inconclusive.
`Cc1ccccc1S(=O)(=O)Cc1ccc(C(=O)N2CCN(c3cccc(C)c3C)CC2)o1` gave S3 lipid droplet inconclusive.
O=C(N[C@@H](Cc1c[nH]c2ccccc12)C(=O)O)c1ccc(Cl)cc1 was read as S3 lipid droplet -12% and S3 lipid droplet cell count max -11.
`O=C(c1ccccc1)c1ccc(COC(=O)c2cnccn2)cc1` gave S3 lipid droplet inactive.
Screening Cc1ccc(NC(=O)CC2C(=O)NCCN2C(=S)Nc2ccccc2)c(C)c1 (stereo unspecified) returned S3 lipid droplet 0% and S3 lipid droplet cell count max -8.
Screening CCCCCOC(=O)CCN1C(=O)/C(=C2\SC(=S)N(CCC(=O)OCCCCC)C2=O)SC1=S returned S3 lipid droplet 13% and S3 lipid droplet cell count max -3.
Screening CC(=O)Oc1ccc(OC(C)=O)c2c1CC(C)=C(C)C2 returned S3 lipid droplet 21% and S3 lipid droplet cell count max -12.
`O=C(c1cc2ccccc2oc1=O)N1CCCC1` gave S3 lipid droplet inconclusive.
COc1cc(NC(=O)CSc2nccc(C)n2)c(C(=O)O)cc1OC was read as S3 lipid droplet 3% and S3 lipid droplet cell count max -14.
`CCOC(=O)C1(C)NC(c2cccs2)C2C(=O)N(c3ccc(OC)cc3)C(=O)C21` (stereo unspecified) gave S3 lipid droplet -1% and S3 lipid droplet cell count max 15.
For Cc1cccc(NC(=S)NNC(=O)c2ccc(Br)o2)c1 the results were S3 lipid droplet inactive and S3 lipid droplet cell count max -22.
For O=C(CCSCc1ccc(Cl)cc1)NCc1ccco1 the results were S3 lipid droplet 7% and S3 lipid droplet cell count max 18.
`O=C(CSc1nnc2ncccn12)Nc1cccc2ccccc12` gave S3 lipid droplet inconclusive.
Screening CNC(=S)N(CCO)Cc1cc2cc3c(cc2[nH]c1=O)OCCO3 returned S3 lipid droplet -2% and S3 lipid droplet cell count max 16.
`CCC(C)C(NC(=O)C(C)NC(=O)CNC(=O)OC(C)(C)C)C(N)=O` (stereo unspecified) gave S3 lipid droplet -21% and S3 lipid droplet cell count max -11.
Screening Cc1ccc(-n2c(SCC(=O)N3Cc4ccccc4CC3C(=O)O)nnc2-c2cccnc2)c(C)c1 (stereo unspecified) returned S3 lipid droplet inconclusive.
For S=C1NCCc2ccccc2C1c1ccccc1Cl (stereo unspecified) the results were S3 lipid droplet 6% and S3 lipid droplet cell count max -7.
CCOC(=O)C1=C(C)NC(=O)NC1c1ccccc1OCc1c(F)cccc1Cl (stereo unspecified) was read as S3 lipid droplet inactive.
For CCCOc1ccc2oc(=O)c3c(c2c1)CCCN3C(=O)CN1CCN(c2ncccn2)CC1 the results were S3 lipid droplet inconclusive.
CC(=O)Nc1ccc2nc(-c3cccn3C)[nH]c2c1 was read as S3 lipid droplet inconclusive.
Cc1ccc(-c2onc3ccc(Br)cc23)cc1 was read as S3 lipid droplet inactive.
COc1ccc(CNC(=O)c2onc(C)c2Cl)cc1 was read as S3 lipid droplet 8% and S3 lipid droplet cell count max -7.
For Cc1cc(C)c(C(=O)/C=C/c2ccc(C(C)C)cc2)c(=O)[nH]1 the results were S3 lipid droplet -8% and S3 lipid droplet cell count max 3.
Screening Cc1nc2ccc(S(=O)(=O)N(C)CC(=O)NC(C)c3ccccc3)cc2s1 (stereo unspecified) returned S3 lipid droplet inactive and S3 lipid droplet cell count max 17.
CN(C)S(=O)(=O)c1ccc(C(=O)NCCSc2ccc(Br)cc2)cc1 was read as S3 lipid droplet 19% and S3 lipid droplet cell count max 20.
For O=S1(=O)C=CC(N2CCOCC2)C1 (stereo unspecified) the results were S3 lipid droplet 10% and S3 lipid droplet cell count max -11.
`O=C1/C(=C/c2ccccc2)Nc2ccccc21` gave S3 lipid droplet -1% and S3 lipid droplet cell count max 6.
COc1ccc(/C=N/NC(=O)c2ccc3c(c2)OCO3)cc1 was read as S3 lipid droplet inconclusive.
CCOC(=O)C1=C(N)n2c(s/c(=C/c3ccco3)c2=O)=C(C(=O)OC)C1c1ccco1 (stereo unspecified) was read as S3 lipid droplet inconclusive.
For CCOC(=O)C1=NN(c2ccccc2)C2C(=O)N(c3ccccc3OC)C(=O)C12 (stereo unspecified) the results were S3 lipid droplet -4% and S3 lipid droplet cell count max 20.
CCOc1ccc(-c2cc3cc(OC)c(OC)cc3c(C)n2)cc1 was read as S3 lipid droplet 2% and S3 lipid droplet cell count max 11.
Screening COc1cccc(CN(C)Cc2nc(Cc3ccccc3Cl)no2)c1 returned S3 lipid droplet inconclusive.
Screening COc1cccc(/C(O)=C/C(=O)C(=O)Nc2ccc(S(=O)(=O)NC(C)=O)cc2)c1 returned S3 lipid droplet inconclusive.
Screening CC(=O)NNc1ncnc2c1cnn2-c1ccccc1 returned S3 lipid droplet inconclusive.
O=c1cc(Nc2ccc3c(c2)OCCO3)[nH]c(=O)n1C1CCCCC1 was read as S3 lipid droplet 1% and S3 lipid droplet cell count max -14.
For COc1ccc(C(=O)Nc2sc(C)c(C)c2CN2CCOCC2)cc1 the results were S3 lipid droplet inconclusive.
Screening CCOCCCNc1nc2nc3ccc(C)cn3c(=O)c2cc1C(=O)NCC1CCCO1 (stereo unspecified) returned S3 lipid droplet 6% and S3 lipid droplet cell count max -11.
Cc1cccc(OCc2nn[nH]n2)c1C was read as S3 lipid droplet 11% and S3 lipid droplet cell count max 15.
Screening O=C(O)C1C(c2ccccc2)C(C(=O)Oc2ccc(O)cc2)C1c1ccccc1 (stereo unspecified) returned S3 lipid droplet inconclusive.
`CCC1=C(OC(=O)N(CC)CC)N2C(=O)OC(=NCC3CC3)[C@]2(C)[C@H]2C1=CC[C@H]1C(=O)N(C)C(=O)[C@H]12` gave S3 lipid droplet 10% and S3 lipid droplet cell count max 14.
Screening O=C(COc1ccc2ccccc2c1)NNC(=O)c1ccc([N+](=O)[O-])cc1 returned S3 lipid droplet 3%.
For CCN=C(N/N=C/c1ccc([N+](=O)[O-])cc1)SC the results were S3 lipid droplet 7% and S3 lipid droplet cell count max -11.
CCCCCC(O)(CCN1CCCCC1)c1ccccc1 (stereo unspecified) was read as S3 lipid droplet inactive.
Screening COC(=O)Cn1c(Cc2ccccc2)nc2ccccc21 returned S3 lipid droplet inconclusive.
`N#Cc1ncc(-c2ccc3c(c2)OCCOCCOCCOCCO3)nc1C#N` gave S3 lipid droplet inconclusive.
Screening O=C(CSc1nnc(CNC(=O)c2ccccc2)o1)Nc1ccc2c(c1)OCCO2 returned S3 lipid droplet inconclusive.
`Cc1nonc1C(=O)N/N=C/c1ccc(O)c(O)c1` gave S3 lipid droplet inconclusive.
For CCC(C)(C)n1nnnc1C(c1ccc2ncccc2c1)N1CCN(c2ccc(O)cc2)CC1 (stereo unspecified) the results were S3 lipid droplet 17% and S3 lipid droplet cell count max 18.
Cc1ccccc1[C@]1(C)ON(c2ccccc2C(F)(F)F)C1=O was read as S3 lipid droplet inconclusive.
For Cc1ccc(Cn2c(NS(=O)(=O)c3ccccc3)nc3ccccc32)cc1 the results were S3 lipid droplet inactive.
Screening CCCC(=O)Nc1ccc(NC(=O)c2cccc(OC)c2)cn1 returned S3 lipid droplet inconclusive.
Screening CC(=O)Nc1nc(C2COc3ccccc3O2)cs1 (stereo unspecified) returned S3 lipid droplet -1%.
`COc1cc2nc3c4ccccc4n(CC#N)c3nc2cc1OC` gave S3 lipid droplet inconclusive.
`O=C(NC1CCCCC1)c1ccc(-c2cccc([N+](=O)[O-])c2)o1` gave S3 lipid droplet inconclusive.

Already shown: ten of the compounds above.
`N#Cc1ncc(-c2ccc3c(c2)OCCOCCOCCOCCO3)nc1C#N` gave S3 lipid droplet inconclusive.
Screening O=C(CSc1nnc(CNC(=O)c2ccccc2)o1)Nc1ccc2c(c1)OCCO2 returned S3 lipid droplet inconclusive.
`Cc1nonc1C(=O)N/N=C/c1ccc(O)c(O)c1` gave S3 lipid droplet inconclusive.
For CCC(C)(C)n1nnnc1C(c1ccc2ncccc2c1)N1CCN(c2ccc(O)cc2)CC1 (stereo unspecified) the results were S3 lipid droplet 17% and S3 lipid droplet cell count max 18.
Cc1ccccc1[C@]1(C)ON(c2ccccc2C(F)(F)F)C1=O was read as S3 lipid droplet inconclusive.
For Cc1ccc(Cn2c(NS(=O)(=O)c3ccccc3)nc3ccccc32)cc1 the results were S3 lipid droplet inactive.
Screening CCCC(=O)Nc1ccc(NC(=O)c2cccc(OC)c2)cn1 returned S3 lipid droplet inconclusive.
Screening CC(=O)Nc1nc(C2COc3ccccc3O2)cs1 (stereo unspecified) returned S3 lipid droplet -1%.
`COc1cc2nc3c4ccccc4n(CC#N)c3nc2cc1OC` gave S3 lipid droplet inconclusive.
`O=C(NC1CCCCC1)c1ccc(-c2cccc([N+](=O)[O-])c2)o1` gave S3 lipid droplet inconclusive.

The list goes on.
For Cc1[nH]c2ccccc2c1SCC(=O)NC1CCCCC1 the results were S3 lipid droplet 0% and S3 lipid droplet cell count max 6.
`COc1ccc(S(=O)(=O)NCc2ccncc2)cc1NC(=O)c1ccccc1F` gave S3 lipid droplet -15% and S3 lipid droplet cell count max 1.
For COc1ccc(S(=O)(=O)Cc2ccc(C(=O)N3CCc4ccccc4C3)o2)cc1 the results were S3 lipid droplet inconclusive.
Screening CCN(CC(=O)Nc1ccc(OC)cc1)C(=O)CCS(=O)(=O)c1ccc(C)cc1 returned S3 lipid droplet -2% and S3 lipid droplet cell count max 4.
Screening N#Cc1ccc(CN2CCN(C(=O)CNS(=O)(=O)c3ccc4c(c3)OCCCO4)CC2)cc1 returned S3 lipid droplet inconclusive.
Screening CC/C(=N\NC(=O)C1CCCC1)c1ccc(Br)cc1 returned S3 lipid droplet inconclusive.

This is a subset, so the mix of outcomes need not match the whole.
